CCT chaperon mod = changes cytosolic chaperonin activity; purified chaperonin ATPase assay, HTRF ADP detection, 30 min; activity change, % (test concentration not listed), hits read low; 0.3% of 360,000 active; AID 651819; in the data active means activity change below about -30%; further: on the % scale 0 is the no-effect control and ±100 the full control effect
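Nucleotide hydrolysis assay: TRiC at 20–40 nM final (set by batch activity) with 10 uM ATP, 30 min at 37 °C, in presence of 76 uM compound. Detection by competitive ADP HTRF, 30 min ambient.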
Nrf2 block = blocks Nrf2 signaling. A549 ARE-Fluc reporter, luciferase luminescence, 18-24 h. Potency, µM (series often up to 46 µM), without a hit: at the top dose activity change, negative = inhibition, actives largely listed as inhibitors. 2.1% of 360,000 active; further: potency means the concentration at half of the fitted maximal effect; on the % scale 0 is the no-effect control and ±100 the full control effect; nearly all actives have a fitted effect of over 60% in size
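Nrf2 function is reported as luminescence of an ARE-controlled luciferase in A549 cells. Compounds were tested at several concentrations, and a CellTiter-Fluor read on the same wells flagged cytotoxicity.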
Nrf2 activator = activators of Nrf2 (ARE) signaling | AREc32 ARE-luciferase reporter (MCF7-derived line), luminescence, 24 h | Potency, µM (highest dose often 46.1 µM), for inactives: at the highest dose activation, hits mostly activators | 0.31% of 410,000 active | AID 624171; further: potency means the concentration at half of the fitted maximal effect; % of control where 0% means no effect; nearly all actives have a fitted effect of over 65% in size
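AREc32_Fluc, 1000 cells/well, OPTI-MEM + 5% FBS, o/n 37 deg C 5% CO2; 23 nL cpd by pin tool, 24 hr; Steady-Glo 30 min RT, luminescence.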
EPAC2 ag = activates human EPAC2 exchange factor; EPAC2 activation, biochemical qHTS; response scale: 100% = 6.5 mM cAMP response; Potency, µM (doses to about 154 µM), for inactives: at the highest dose activation, hits mostly activators; 0.079% of 360,000 active; AID 720711; further: potency means the concentration at half of the fitted maximal effect; nearly all actives have a fitted effect of over 50% in size
Target sequence (Q8WZA2 whole entry, looked up): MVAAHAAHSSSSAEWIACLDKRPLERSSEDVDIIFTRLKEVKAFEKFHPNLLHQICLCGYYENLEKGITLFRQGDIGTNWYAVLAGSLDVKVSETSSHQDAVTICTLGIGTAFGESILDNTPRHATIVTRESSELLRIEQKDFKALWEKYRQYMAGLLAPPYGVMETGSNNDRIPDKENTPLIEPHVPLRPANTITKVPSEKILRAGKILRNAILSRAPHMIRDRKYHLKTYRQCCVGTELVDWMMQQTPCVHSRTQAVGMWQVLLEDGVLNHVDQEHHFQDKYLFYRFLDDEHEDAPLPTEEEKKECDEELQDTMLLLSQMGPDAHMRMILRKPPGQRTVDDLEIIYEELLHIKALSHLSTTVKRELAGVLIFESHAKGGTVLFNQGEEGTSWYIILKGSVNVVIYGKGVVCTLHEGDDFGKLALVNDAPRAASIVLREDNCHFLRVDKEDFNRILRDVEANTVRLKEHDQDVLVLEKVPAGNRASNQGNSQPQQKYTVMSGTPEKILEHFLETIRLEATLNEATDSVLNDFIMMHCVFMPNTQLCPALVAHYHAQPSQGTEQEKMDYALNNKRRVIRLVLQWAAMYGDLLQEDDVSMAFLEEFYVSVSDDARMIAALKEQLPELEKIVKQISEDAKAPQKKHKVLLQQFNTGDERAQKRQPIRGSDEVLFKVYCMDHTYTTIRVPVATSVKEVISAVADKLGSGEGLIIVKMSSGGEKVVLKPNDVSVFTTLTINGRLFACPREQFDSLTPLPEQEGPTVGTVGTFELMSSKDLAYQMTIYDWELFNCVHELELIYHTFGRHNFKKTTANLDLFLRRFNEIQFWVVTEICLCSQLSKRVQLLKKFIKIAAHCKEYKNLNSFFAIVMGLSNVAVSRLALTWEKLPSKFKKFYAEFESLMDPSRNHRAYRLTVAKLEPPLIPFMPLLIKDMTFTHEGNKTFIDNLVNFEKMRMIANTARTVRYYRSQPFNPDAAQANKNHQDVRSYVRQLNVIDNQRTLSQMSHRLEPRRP
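In this primary screen, activation is scored as increased exchange of BODIPY-GDP from Rap1B by 100 nM EPAC2, with 50 uM GDP as competitor. Signal is normalized to the 6.5 mM cAMP agonist control.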
TGFb SMAD3 inh = blocks TGF-b signaling; Potency, µM (highest dose often 46.1 µM), inactives show at the top dose activity, negative = inhibition, usual class: inhibitors; AID 588855; HepG2 CAGA-GFP TGF-b/SMAD3 reporter, GFP fluorescence, 18 h; TGF-beta stimulated, 500 pg/mL final; 1.2% of 410,000 active; further: potency means the concentration at half of the fitted maximal effect; on the % scale 0 is the no-effect control and ±100 the full control effect; nearly all actives have a fitted effect of over 65% in size
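Smad-responsive CAGA-GFP expression was quantified in HEPG2 cells exposed to compounds and 500 pg/mL final TGF-beta for 18 h at 37 degrees C; unstimulated wells defined full inhibition.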
A549 viability = counter-screen for Nrf2 inhibitors: cytotoxicity in A549 cells; A549 ARE-Fluc cells, CellTiter-Fluor viability, 18-24 h; Potency, µM (highest dose often 46 µM), for inactives: top-dose activity change, negative = cytotoxicity, hits mostly inhibitors; 0.16% of 390,000 active; AID 504648; further: potency means the concentration at half of the fitted maximal effect; on the % scale 0 is the no-effect control and ±100 the full control effect
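A549 ARE_Fluc cells in 5% FBS OPTI-MEM were exposed to compounds in concentration-response for 18-24 h at 37 deg C. Viability was read by CellTiter-Fluor fluorescence (Ex 405/Em 525) after 30 min, before the luciferase read.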
EPAC2 antagonist = EPAC2 (human) antagonism. Q8WZA2. EPAC2 GEF exchange of Rap1B-BODIPY-GDP, fluorescence. Potency, µM (doses to about 114 µM), for the others: top-dose activity, negative = inhibition, most hits filed as inhibitors. 0.18% of 360,000 active. AID 720708; further: potency means the concentration at half of the fitted maximal effect; on the % scale 0 is the no-effect control and ±100 the full control effect; nearly all actives have a fitted effect of over 45% in size; many of its hits are not listed in these tables
Akt phos inh = blocks phosphorylation of Akt; activity change, % for hits at 50 µM; 0.32% of 360,000 active; AID 651550; Neuro2A IGF-stimulated pAkt S473 HTRF, 20 min; hits give low values; in the data active means activity change below about -80%; inconclusive means mostly about -51% to -80%; further: on the % scale 0 is the no-effect control and ±100 the full control effect
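Neuro2A cells (4,500/well, DMEM with 0.5% FBS) were treated with compound at a single 50 µM final concentration, stimulated with 6 nM IGF for 20 min at 37 °C, and lysed. Phospho-Akt Ser473 was read by HTRF as 665/615 ratio ×10^4.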
MmCpn inh = M. maripaludis TRiC chaperonin inhibition; 0.031% of 330,000 active; Potency, µM (highest dose often 76.9 µM), for inactives: at the highest dose activity, negative = inhibition, usual class: inhibitors; purified Mm-Cpn ATPase, ADP Transcreener TR-FRET; further: potency means the concentration at half of the fitted maximal effect; on the % scale 0 is the no-effect control and ±100 the full control effect; nearly all actives have a fitted effect of over 80% in size
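Reaction buffer contained 30 mM Tris pH 7.4, 100 mM KCl, 5 mM MgCl2 and 1 mM DTT. Mm-CPN (25 nM final) hydrolysed 10 uM ATP over 30 min at 37°C; ADP was read by HTRF.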
Starred values were filed as active, the others as inactive; i = inactive; ? = inconclusive; · = not tested or not shown; & = joins results of further samples; [ ] = remark or other dose. Unless noted, the call rests on the fitted dose curve; in most records, active means well fitted curve in the direction sought with a large enough effect; inconclusive means small, poorly fitted or top-dose-only effect, or another doubt; inactive means no such curve, though single readings can be large; an effect the other way counts as inactive or inconclusive. Some of the compounds tested; count on the stated rates, not on these rows.

Sample of the layout, 8 compounds:
SMILES	CCT chaperon mod	Nrf2 block	Nrf2 activator	EPAC2 ag	TGFb SMAD3 inh	A549 viability	EPAC2 antagonist	Akt phos inh	MmCpn inh
CC(C)C(NC(=O)c1ccco1)C(=O)OCC(=O)Nc1ccc(C(N)=O)cc1 (configuration not stated)	-0.6	-6.5%	0.3%	6.7%	2.0%	1.7%	-4.0%	i	3.3%
Nc1c(C(=O)NCC2CCCO2)c2nc3ccccc3nc2n1-c1ccccc1 (configuration not stated)	-2.1	·	3.2%	0.4%	?	?	-6.5%	i	-0.2%
CC(=O)c1cccc(OCc2cc(C(=O)N3C[C@H]4CC[C@H]3C4)no2)c1	-1.6	?	3.8%	11.2%	-3.5%	-0.3%	-2.4%	i	-1.1%
O=C(COc1ccccc1)NCC(=O)N/N=C/c1ccc(Cl)cc1	-0.2	-7.3%	-0.6%	0.7%	-13.2%	8.7%	3.1%	i	-0.2%
O=C(CCS(=O)(=O)c1cc2c(cc1Cl)NC(=O)CO2)NCc1ccccc1	1.7	?	-0.9%&-0.4%	0.7%	0.1%&12.6%	9.8%&10.0%	1.4%	i	-0.5%
COc1ccc(OC)c(C2Nc3ccccc3NC3=C2C(=O)CC(C)(C)C3)c1 (configuration not stated)	-0.4	11.4%	2.7%	4.0%	-23.3%	4.4%	4.5%	i	0.2%
CCCNC(=O)NC(=O)CSc1ncc(C(F)(F)F)cc1Cl	-2.3	-11.3%	0.4%	0.6%	-2.1%	3.9%	5.4%	i	-18.1%
CCNc1ccc(S(=O)(=O)NCCN(C)C)cc1[N+](=O)[O-]	-1.1	-7.4%	0.0%	9.7%	1.3%	-6.3%	-6.6%	i	1.0%

The listing (from the top)
SMILES	CCT chaperon mod	Nrf2 block	Nrf2 activator	EPAC2 ag	TGFb SMAD3 inh	A549 viability	EPAC2 antagonist	Akt phos inh	MmCpn inh
CC(C)C(NC(=O)c1ccco1)C(=O)OCC(=O)Nc1ccc(C(N)=O)cc1 (configuration not stated)	-0.6	-6.5%	0.3%	6.7%	2.0%	1.7%	-4.0%	i	3.3%
Nc1c(C(=O)NCC2CCCO2)c2nc3ccccc3nc2n1-c1ccccc1 (configuration not stated)	-2.1	·	3.2%	0.4%	?	?	-6.5%	i	-0.2%
CC(=O)c1cccc(OCc2cc(C(=O)N3C[C@H]4CC[C@H]3C4)no2)c1	-1.6	?	3.8%	11.2%	-3.5%	-0.3%	-2.4%	i	-1.1%
O=C(COc1ccccc1)NCC(=O)N/N=C/c1ccc(Cl)cc1	-0.2	-7.3%	-0.6%	0.7%	-13.2%	8.7%	3.1%	i	-0.2%
O=C(CCS(=O)(=O)c1cc2c(cc1Cl)NC(=O)CO2)NCc1ccccc1	1.7	?	-0.9%&-0.4%	0.7%	0.1%&12.6%	9.8%&10.0%	1.4%	i	-0.5%
COc1ccc(OC)c(C2Nc3ccccc3NC3=C2C(=O)CC(C)(C)C3)c1 (configuration not stated)	-0.4	11.4%	2.7%	4.0%	-23.3%	4.4%	4.5%	i	0.2%
CCCNC(=O)NC(=O)CSc1ncc(C(F)(F)F)cc1Cl	-2.3	-11.3%	0.4%	0.6%	-2.1%	3.9%	5.4%	i	-18.1%
CCNc1ccc(S(=O)(=O)NCCN(C)C)cc1[N+](=O)[O-]	-1.1	-7.4%	0.0%	9.7%	1.3%	-6.3%	-6.6%	i	1.0%
Fc1ccccc1NC(=S)N(CCN1CCCCC1)Cc1ccco1	-1.6	11.6%	3.7%	-2.6%	-9.6%	5.2%	-7.8%	i	4.9%
CC1(C)Cc2ccccc2C(/C(=N\Nc2cccc(Cl)c2)C(N)=O)=N1	-0.6	?	2.5%	8.3%	?	-27.9%	-12.9%	i	3.0%
O=C(Nc1ccc2c(c1)OCO2)c1cc(C2CCCN(C(=O)CCc3ccccc3)C2)on1 (configuration not stated)	-2.3	·	-0.8%[9.22 µM]	8.2%	28.3%	·	-14.2%	i	·
Cc1cc(C(=O)N/N=C/c2ccc(Br)o2)n[nH]1	0.7	?	-0.4%	5.3%	-2.7%	0.0%	1.6%	i	-0.3%
CC(=O)SC1CC(=O)N(c2ccc(C(C)(C)C)cc2)C1=O (configuration not stated)	-0.3	-13.8%	11.7%	6.1%	-1.4%	0.5%	1.9%	i	-1.5%
CCN(CC)c1ccc(/C=C/c2cccc[n+]2C)c(OC)c1	-0.8	5.8µM*	2.9%	9.7%	25.8%	7.31µM*	-19.5%	i	-4.2%
CCCn1nc(CC(=O)OCC)c2ccccc2c1=O	-0.6	3.2%	0.3%	-3.0%	-9.6%	9.3%	19.6%	i	-2.0%
COc1ccc(CCn2c(=N)c(C(=O)NC3CCCC3)cc3c(=O)n4ccccc4nc32)cc1OC	-2.4	-18.2%	0.3%	8.6%	11.4%	?	1.7%	i	1.2%
O=C1OCCC1Sc1nnc(-c2cccc(Br)c2)o1 (configuration not stated)	-2.7	·	-0.6%	-11.5%	-5.6%	-0.4%	1.3%	i	-5.9%
CC(C)(C)NC(=O)CSC(=Nc1ccc(F)cc1)NC#N	-2.3	-10.1%	7.6%	-1.3%	2.6%	-15.0%	-0.6%	i	-1.2%
CC(NC(=O)CCN1C(=O)c2ccccc2S1(=O)=O)c1ccccc1 (configuration not stated)	3.0	-13.0%	-0.3%	4.4%	13.9%	-3.4%	-9.1%	i	-0.4%
C/C(=N\NC(=O)c1cc(-c2ccccc2C)nc2ccccc12)c1cccnc1	-1.8	1.6%	-0.4%	-4.7%	-1.2%	4.7%	11.9%	i	-1.7%
COC(=O)c1c(C)nc(C)c2c(=O)oc3ccccc3c12	0.5	-1.2%	-2.0%	7.0%	3.6%	5.8%	13.4%	i	-1.0%
CC(=O)O[C@]1(C(C)=O)CC[C@H]2[C@@H]3C=C(Cl)C4=CC(=O)CC[C@]4(C)[C@H]3CC[C@@]21C	-1.2	?	11.0%	4.4%	4.0%	1.2%	-5.0%	i	-1.6%
Cc1ccc(S(=O)(=O)N/N=C/c2ccccc2F)cc1[N+](=O)[O-]	1.1	-3.4%	-0.2%	18.3%	15.2%	0.4%	16.0%	i	1.5%
COC(CN(C(=O)CCl)C(C(=O)NC1CCCC(C)C1C)c1ccc(C)cc1)OC (configuration not stated)	-1.2	-3.4%	13.1%	-9.3%	0.0%	-12.8%	4.3%	i	-0.7%
CCc1nnc(NC(=O)c2cccnc2)s1	-1.7	?	0.6%	0.2%	15.0%	0.2%	5.1%	i	0.5%
(cont.)
SMILES	CCT chaperon mod	Nrf2 block	Nrf2 activator	EPAC2 ag	TGFb SMAD3 inh	A549 viability	EPAC2 antagonist	Akt phos inh	MmCpn inh
O=C(Nc1ccc(F)c(F)c1)C1CCCCC1	-1.2	-5.8%	-0.2%	7.0%	8.9%	8.6%	0.0%	i	1.2%
COCCNc1nc(Oc2cccc(F)c2)c2sccc2n1	1.0	·	4.1%	11.7%	21.2%	·	?	i	·
CCCSc1oc(-c2ccco2)nc1S(=O)(=O)c1ccc(C)cc1	-0.8	1.5%	-0.1%	14.6%	4.9%	26.2%	?	i	-1.9%
O=C(Nc1ccc(S(=O)(=O)Nc2ccccn2)cc1)c1ccccc1	0.0	-12.2%	-0.2%	12.3%	-0.2%	-5.1%	14.3%	i	-1.3%
COCc1cc(NCc2ccc(Cl)cc2)nc(C)n1	-0.2	-13.8%	0.0%	2.8%	6.2%	3.7%	13.4%	i	1.1%
O=C(Cn1c(-c2ccccn2)nc2ccccc21)N/N=C/c1ccccn1	0.3	-18.7%	-0.6%	9.8%	-4.4%	-10.1%	5.5%	i	-3.4%
CC(C)(C)c1ccc(C(=O)Nc2onc3c2CCCC3)cc1	·	-9.9%	-1.7%	·	-1.0%	-4.9%	·	·	·
O=C1CCCc2nc3c(cc21)C(O)Oc1c-3ccc2ccccc12 (configuration not stated)	-2.0	?	9.6%	9.2%	-10.1%	-8.0%	-4.5%	i	1.8%
COc1ccc(N(CC(=O)NC2CCCC2)C(=O)Cn2nnc(-c3ccc(F)cc3)n2)cc1	-1.0	?	-0.1%	13.1%	-4.3%	-8.3%	-8.4%	i	-0.6%
O=C(COC(=O)c1ccccn1)NC12CC3CC(CC(C3)C1)C2	0.4	-2.4%	-0.7%	8.5%	?	-3.1%	1.0%	i	-3.0%
c1ccc(OCCNc2ccn3nc(-c4cccs4)cc3n2)cc1	-0.1	·	-1.1%	4.7%	?	·	1.9%	i	·
CN(C)S(=O)(=O)c1cccc(NS(=O)(=O)c2ccc(Cl)s2)c1	-9.8	-3.7%	-0.1%	-6.9%	9.8%	0.3%	14.9%	i	-3.0%
C/C(Cc1ccccc1)=N\NC(=O)CCCCCC(=O)N/N=C(\C)Cc1ccccc1	-0.4	14.7%	-0.1%	-7.7%	1.5%	-1.1%	-3.5%	i	-1.4%
CC(C)C(NC(=O)c1c(F)cccc1F)C(=O)N1CCN(S(=O)(=O)c2ccc(F)cc2)CC1 (configuration not stated)	-3.7	6.3%	-0.2%	0.3%	-0.1%	-0.4%	0.1%	i	-0.3%
N/C(=N\NC(=O)c1sccc1OCc1ccc(Cl)cc1Cl)c1ccccn1	-0.5	?	-0.8%	0.0%	-28.3%	-21.1%	7.4%	i	-0.2%
COC(=O)c1cc(S(=O)(=O)NCC2CCN(Cc3ccc(Cl)cc3)CC2)c[nH]1	0.8	-8.9%	-0.2%	5.8%	3.2%	1.6%	2.5%	i	2.6%
